# Screening results as filed in PubChem BioAssay.
# ADAM17 inh: inhibitors of human ADAM17 | P78536 | recombinant ADAM17, EDANS/DABCYL FRET peptide cleavage | inhibition, % at 6.95 µM | 370,000 compounds, 0.83% hits | AID 720648;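 active = inhibition above the mean of compounds lying between control limits plus 3 SD, set per campaign, cut at about 8.5% in these data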;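 note: 0% = DMSO-only wells as the low control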
# SMARCA2 activ: increases SMARCA2 function in MMTV reporter cells. MG213 cells, MMTV-luciferase reporter, dexamethasone, overnight. activation, % at 9.1 µM. 370,000 compounds, 1% hits; in the data active = activation above about 7.8%;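 note: 0% = vehicle wells and 100% = reference activator wells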
# MBD2 inh: inhibitors of human MBD2 binding to methylated oligonucleotide; TR-FRET; 370,000 compounds, 0.31% hits; inhibition, % at 4.4 µM; Q9UBB5; in the data active = inhibition above about 13%
# Target sequence (Q9UBB5 whole entry, looked up): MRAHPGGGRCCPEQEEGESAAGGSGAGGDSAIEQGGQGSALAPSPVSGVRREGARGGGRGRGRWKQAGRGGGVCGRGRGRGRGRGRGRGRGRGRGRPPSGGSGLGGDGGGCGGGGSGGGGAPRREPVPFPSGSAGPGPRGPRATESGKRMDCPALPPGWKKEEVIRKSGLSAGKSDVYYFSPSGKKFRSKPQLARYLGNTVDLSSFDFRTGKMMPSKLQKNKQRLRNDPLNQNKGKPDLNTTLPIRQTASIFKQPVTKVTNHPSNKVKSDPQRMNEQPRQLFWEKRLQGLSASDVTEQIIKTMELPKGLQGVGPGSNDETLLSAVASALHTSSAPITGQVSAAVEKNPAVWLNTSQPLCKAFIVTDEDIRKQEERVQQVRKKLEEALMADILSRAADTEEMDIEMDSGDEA
# DAX1 inh-1: blocks DAX1 repression of SF-1 activated StAR promoter; HEK293T StAR-luciferase reporter, SF-1/DAX-1 repression relief; inhibition, % at 6.8 µM; 370,000 compounds, 1.1% hits; AID 652010;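 active = inhibition above the mean over all tested compounds plus 3 SD, cut at about 3.6% in these data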;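 note: 0% = DAX-1 cells with DMSO and 100% = cells lacking DAX-1 with DMSO; higher inhibition means more luminescence from relief of DAX-1 repression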
# NR1D1 modulator: Rev-erb alpha (human) modulation | P20393 | Rev-erbα–FITC-DNA binding, fluorescence polarization, 90 min | activity, % at 10 µM | 370,000 compounds, 0.79% hits | AID 1259318;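 active = activity above about 14%, limit read from the data; passing the limit was not always enough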;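 note: 0% = DMSO wells with 35 nM protein and 100% = DMSO wells with 750 nM protein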
# hcDAF12 agonist: H. contortus DAF-12 activation, primary screen | HEK293 hcDAF-12 lit1-tk-luc reporter, luminescence; 0% DMSO, 100% Δ7-dafachronic acid | activation, % at 6.8 µM | 370,000 compounds, 1.4% hits | AID 652067;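 active = activation above the mean of all tested compounds plus 3 SD, cut at about 5.5% in these data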;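 note: 100% = response to 3 µM Δ7-dafachronic acid high control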
# hgDAF12 agonist: hgDAF-12 agonism, primary luciferase screen; HEK293 GAL4-hgDAF12 UAS-luciferase reporter, agonist luminescence; normalized to butyrate control; activation, % at 6.8 µM; 370,000 compounds, 1.8% hits;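 active = activation above a cutoff set at the mean of all screened compounds plus 3 SD, cut at about 10% in these data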;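 note: 0% = DMSO wells and 100% = sodium butyrate wells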
# PLC-gamma1 inh: blocks human PLC-gamma1 enzyme activity. AID 720700. purified PLC-gamma1, fluorogenic substrate, fluorescence. 370,000 compounds, 0.84% hits. P19174. inhibition, % at 12.2 µM; in the data active = inhibition above about 9.5%
# PLCb3 inh: inhibitors of human phospholipase C beta3; Q01970; Purified PLC-beta3, fluorogenic substrate, fluorescence; inhibition, % at 12.2 µM; 370,000 compounds, 0.18% hits; AID 720704; in the data active = inhibition above about 11%;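 note: 0% = median of compound wells on plate and 100% = full blocker control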
# ssDAF12 agonist: activates DAF-12 receptor from parasite S. stercoralis | HEK293 ssDAF-12/GRIP1 lit1-tk-luc reporter, luminescence; % of 3 µM dafachronic acid response | activation, % at 6.8 µM | 370,000 compounds, 1% hits | AID 652126;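 active = activation above the mean over all tested compounds plus 3 SD, cut at about 0.9% in these data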;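 note: 0% = DMSO-only wells and 100% = 3 µM delta7-dafachronic acid wells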
# DAX1 inh-2: NR0B1 (DAX1) inhibition | P51843 | AID 504766 | HEK293 Gal4-DAX1 luciferase reporter, luminescence | inhibition, % at 6.75 µM | 340,000 compounds, 0.99% hits;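 active = inhibition above the mean over all tested compounds plus 3 SD, cut at about 4.2% in these data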;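 note: 0% = DAX1-transfected cells with DMSO and 100% = empty-vector control cells with DMSO; inhibition shows as a rise in luminescence from relieved DAX1 repression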
# Target sequence (P51843 207-470 limits assumed): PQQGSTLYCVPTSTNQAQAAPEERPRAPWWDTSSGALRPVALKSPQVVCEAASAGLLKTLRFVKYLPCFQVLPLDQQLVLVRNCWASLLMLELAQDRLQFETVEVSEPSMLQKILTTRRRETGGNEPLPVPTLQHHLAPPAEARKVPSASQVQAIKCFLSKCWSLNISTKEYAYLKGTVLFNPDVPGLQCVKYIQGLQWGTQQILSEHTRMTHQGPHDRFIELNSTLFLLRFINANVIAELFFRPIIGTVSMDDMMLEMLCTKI
# Active calls of the source: *; i = inactive; / = not tested or not shown.
# Field names – A = ADAM17 inh; B = SMARCA2 activ; C = MBD2 inh; D = DAX1 inh-1; E = NR1D1 modulator; F = hcDAF12 agonist; G = hgDAF12 agonist; H = PLC-gamma1 inh; I = PLCb3 inh; J = ssDAF12 agonist; K = DAX1 inh-2
[1] CC1=C(C(N)=O)C(c2cccs2)n2ncnc2N1 (stereo not given)
  A: -8	B: -2	C: 1	D: 0.1	E: -6	F: -0.9	G: 0.9	H: 1	I: -5	J: -1.2	K: 3.6

[2] CCN(C[C@H]1N[C@@](C)(C(=O)OC)[C@H]2C(=O)N(C)C(=O)[C@@H]12)S(=O)(=O)c1ccc(C(F)(F)F)cc1
  A: 2	B: -4	C: 5	D: -0.5	E: -8	F: -2.1	G: -1.3	H: 3	I: 6	J: -0.6	K: 0.1

[3] Cc1ccc(-c2ccc(C(=O)Nc3cccc(F)c3)o2)c2ccccc12
  A: -33	B: 1	C: 5	D: 0.1	E: 3	F: -2.0	G: 1.1	H: -107	I: -163	J: -1.4	K: 0.3

[4] O=C(c1ccc2ccccc2c1O)N1CCCCC1
  A: -12	B: 3	C: 2	D: 0.8	E: -3	F: -0.6	G: 1.3	H: -8	I: -8	J: -0.2	K: 0.0

[5] Cc1ccccc1NC1=CC(=O)CC(C)(C)C1
  A: -5	B: 0	C: 7	D: 0.4	E: 1	F: -1.6	G: -0.1	H: 1	I: 0	J: -1.5	K: -0.6

[6] CCCCCC(=O)N1CCN(c2ccc(C(C)=O)cc2F)CC1
  A: -2	B: 0	C: -3	D: 0.1	E: 2	F: -1.2	G: 3.3	H: -1	I: 1	J: -1.2	K: -1.4

[7] Cc1c(OCC(=O)NCc2cccnc2)ccc2c3c(c(=O)oc12)CCC3
  A: -10	B: -1	C: 0	D: -0.6	E: 5	F: 0.4	G: -1.2	H: -2	I: -12	J: -0.9	K: 0.2

[8] COCCNc1oc(-c2ccc(Cl)cc2)nc1C#N
  A: -496	B: 8	C: 1	D: 2.0	E: 1	F: 1.0	G: 8.3	H: i	I: i	J: -0.7	K: 1.9

[9] CCOc1ccc2nc(NC(=O)CSc3nc4ccccc4c(=O)n3Cc3ccco3)sc2c1
  A: -4	B: -2	C: 1	D: -0.3	E: 7	F: 0.0	G: -1.6	H: -1	I: 0	J: -0.7	K: -0.2

[10] O=C1NC(=O)c2cc3ccccc3cc21
  A: -190	B: 2	C: -10	D: 0.5	E: -4	F: 1.1	G: 5.2	H: -60	I: -78	J: -0.4	K: -0.3

[11] CCOC(=O)c1ccc(S(=O)(=O)N2CCN(C(=O)CSc3nc4ccccc4o3)CC2)cc1
  A: 4	B: 3	C: -4	D: -0.8	E: 2	F: 1.9	G: -1.5	H: 1	I: 3	J: -1.7	K: -0.5

[12] O=S(=O)(Nc1ccc(N=Nc2ccc(O)c3ccccc23)cc1)c1ccccc1
  A: 14*	B: -4	C: -1	D: -0.3	E: 7	F: 1.9	G: -0.3	H: 7	I: -5	J: -1.4	K: -0.7

[13] CCC1(CC)NC(=O)N(CC(=O)OCn2nnc3ccccc3c2=O)C1=O
  A: -6	B: 3	C: 9	D: 0.5	E: -1	F: -0.5	G: 1.9	H: 1	I: 0	J: -0.6	K: -0.2

[14] FC(F)(F)c1cccc(Nc2ncnc3ccccc23)c1
  A: -5	B: 2	C: 8	D: -1.6	E: 2	F: -2.2	G: -2.3	H: -103	I: -162	J: -2.4	K: -1.3

[15] CCOC(=O)C1=C(C(=O)OCC)N(CC2CCCCC2)CCC1=O
  A: -2	B: -3	C: -4	D: -0.8	E: 4	F: 0.7	G: 1.7	H: 0	I: 1	J: -0.6	K: -0.3

# (cont.)
# Field names – A = ADAM17 inh; B = SMARCA2 activ; C = MBD2 inh; D = DAX1 inh-1; E = NR1D1 modulator; F = hcDAF12 agonist; G = hgDAF12 agonist; H = PLC-gamma1 inh; I = PLCb3 inh; J = ssDAF12 agonist; K = DAX1 inh-2
[16] CCCCCCNCCn1cnc2c(N)ncnc21
  A: -2	B: 1	C: 10	D: -0.5	E: -3	F: 1.0	G: 2.2	H: -1	I: 3	J: -1.7	K: -0.3

[17] CC(=O)NC(CC(=O)NCCc1ccccc1)c1ccccc1 (stereo not given)
  A: -1	B: 1	C: 8	D: -0.5	E: -5	F: 0.0	G: 0.2	H: 0	I: -11	J: -0.8	K: 1.4

[18] CN(c1ccccc1)c1nc(N)c([N+](=O)[O-])c(NCCO)n1
  A: -3	B: -2	C: 5	D: 0.5	E: -2	F: -1.1	G: -0.6	H: 4	I: -2	J: -1.4	K: 0.5

[19] COc1cc(/C=C/C(=O)O)ccc1S(=O)(=O)N1CCCc2ccccc21
  A: -5	B: 0	C: -4	D: -0.9	E: -3	F: 0.8	G: 0.0	H: -3	I: 0	J: -1.1	K: 0.1

[20] CC1CCCN(c2cccc3c2S(=O)(=O)N(Cc2cccc(F)c2)[C@@H](C)[C@H](c2ccccc2)O3)C1 (stereo not given in full)
  A: -2	B: -6	C: -4	D: 1.0	E: 0	F: -0.1	G: 5.7	H: -2	I: -3	J: -0.9	K: /

[21] COc1ccc(C(=O)N/C(=C\c2cn(C)c3ccccc23)C(=O)N2CCOCC2)cc1
  A: -3	B: -2	C: -7	D: -0.5	E: 4	F: 1.3	G: 1.4	H: 0	I: -8	J: -0.6	K: -0.2

[22] CNc1nc(NCc2ccccc2)c2ccccc2n1
  A: -34	B: -3	C: 2	D: -1.3	E: 3	F: -3.1	G: -6.6	H: -5	I: -9	J: -2.5	K: -2.6

# An excerpt of these results, in transposed form:
[12] O=S(=O)(Nc1ccc(N=Nc2ccc(O)c3ccccc23)cc1)c1ccccc1
[13] CCC1(CC)NC(=O)N(CC(=O)OCn2nnc3ccccc3c2=O)C1=O
[14] FC(F)(F)c1cccc(Nc2ncnc3ccccc23)c1
[15] CCOC(=O)C1=C(C(=O)OCC)N(CC2CCCCC2)CCC1=O
[16] CCCCCCNCCn1cnc2c(N)ncnc21
[17] CC(=O)NC(CC(=O)NCCc1ccccc1)c1ccccc1 (stereo not given)
[18] CN(c1ccccc1)c1nc(N)c([N+](=O)[O-])c(NCCO)n1
[19] COc1cc(/C=C/C(=O)O)ccc1S(=O)(=O)N1CCCc2ccccc21
assay / entry	12	13	14	15	16	17	18	19
ADAM17 inh	14*	-6	-5	-2	-2	-1	-3	-5
SMARCA2 activ	-4	3	2	-3	1	1	-2	0
MBD2 inh	-1	9	8	-4	10	8	5	-4
DAX1 inh-1	-0.3	0.5	-1.6	-0.8	-0.5	-0.5	0.5	-0.9
NR1D1 modulator	7	-1	2	4	-3	-5	-2	-3
hcDAF12 agonist	1.9	-0.5	-2.2	0.7	1.0	0.0	-1.1	0.8
hgDAF12 agonist	-0.3	1.9	-2.3	1.7	2.2	0.2	-0.6	0.0
PLC-gamma1 inh	7	1	-103	0	-1	0	4	-3
PLCb3 inh	-5	0	-162	1	3	-11	-2	0
ssDAF12 agonist	-1.4	-0.6	-2.4	-0.6	-1.7	-0.8	-1.4	-1.1
DAX1 inh-2	-0.7	-0.2	-1.3	-0.3	-0.3	1.4	0.5	0.1
